POLK inh = qHTS for Inhibitors of Polymerase Kappa. Potency, µM (doses to about 107 µM), for inactives: top-dose activity, negative = inhibition, actives largely listed as inhibitors. AID 588579, 2011. 400,000 compounds, 0.53% hits. purified Pol kappa, fluorescent DNA synthesis assay, 10 min; further: potency means the concentration at half of the fitted maximal effect; on the % scale 0 is the no-effect control and ±100 the full control effect
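Pol kappa 10 nM + cpd, 15 min RT; start w/ substrate 50 nM final; fluorescence kinetic read, 0 and 10 min. Neg ctrl: buffer, no enzyme.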
RXFP1 antag = qHTS Assay for Antagonists of the Relaxin Receptor RXFP1. Relaxin receptor 1 (Homo sapiens), Q9HBX9. HEK293-RXFP1, relaxin-stimulated cAMP HTRF, 30 min; active compounds read low. activity change, negative = inhibition, % at 57.5 µM. 350,000 compounds, 0.59% hits. AID 1259400, 2018;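 active means activity change of -60% or lower, but not beyond a set lower limit; inconclusive means change between -60% and -40%, or beyond the set limit; inactive means change above -40%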; further: on the % scale 0 is the no-effect control and ±100 the full control effect
POLB inh = qHTS Assay for Inhibitors of DNA Polymerase Beta | P06746 | Pol beta primer extension/strand displacement, fluorescence kinetic | Potency, µM (titrated, usually from 114 µM), inactives show at the highest dose activity change, negative = inhibition, usual class: inhibitors | 340,000 compounds, 1.3% hits; further: potency means the concentration at half of the fitted maximal effect; on the % scale 0 is the no-effect control and ±100 the full control effect
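Pol beta (10 nM) and compounds were preincubated 15 min at room temperature, then 50 nM substrate (final) started primer extension/strand displacement. Reads were taken at 0 and 10 min; concentration-response data were fitted to a four-parameter Hill equation.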
Tb PGK inh = qHTS Assay to Find Inhibitors of Phosphoglycerate Kinase. Phosphoglycerate kinase, glycosomal (Trypanosoma brucei brucei), P07378. PGK/GAPDH coupled, Kinase-Glo luminescence, 60 min. 380,000 compounds, 0.043% hits. Potency, µM (top dose mostly 57.5 µM), inactives show at the highest dose activity change, negative = inhibition, actives largely listed as inhibitors; further: potency means the concentration at half of the fitted maximal effect; on the % scale 0 is the no-effect control and ±100 the full control effect; nearly all actives have a fitted effect of over 60% in size
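Recombinant glycosomal PGK reaction used 1,3-bisphosphoglycerate generated in-well by GAPDH (100nM final) in 100mM TEA pH 7.6, 5mM MgCl2, 0.01% Tween-20. After 60 minutes at room temperature, ATP was read by Kinase-Glo Plus luminescence end-point.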
BLM inh = qHTS Assay for Inhibitors of Bloom's syndrome helicase (BLM); RecQ-like DNA helicase BLM (Homo sapiens), P54132; recombinant BLM DNA unwinding, fluorescence dequenching; Potency, µM (top dose mostly 56.1 µM), without a hit: top-dose activity change, negative = inhibition, actives largely listed as inhibitors; 350,000 compounds, 0.2% hits;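 further: potency means the concentration at half of the fitted maximal effect; plate controls were vehicle for no effect and no enzyme for full effect; nearly all actives have a fitted effect of over 35% in size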
Pol eta inh = qHTS for Inhibitors of Polymerase Eta | DNA polymerase eta (Homo sapiens), Q9Y253 | recombinant Pol eta, fluorescent DNA replication assay | Potency, µM (highest dose often 114 µM), for inactives: top-dose activity change, negative = inhibition, actives largely listed as inhibitors | 390,000 compounds, 1.2% hits | AID 588591, 2011; further: potency means the concentration at half of the fitted maximal effect; on the % scale 0 is the no-effect control and ±100 the full control effect
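Pol eta at 10 nM preincubated with compounds 15 min at room temperature; reaction started with fluorescent substrate (50 nM final) and read kinetically at 0 and 10 min.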
APE1 inh = qHTS Assay for Inhibitors of the Human Apurinic/apyrimidinic Endonuclease 1 (APE1). recombinant APE1, TAMRA/BHQ-2 abasic DNA cleavage fluorescence. Potency, µM (highest dose often 65.8 µM), without a hit: at the highest dose activity change, negative = inhibition, hits mostly inhibitors. 350,000 compounds, 0.35% hits. AID 2517, 2012. DNA repair nuclease/redox regulator APEX1 (Homo sapiens), P27695;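 further: potency means the concentration at half of the fitted maximal effect; plate controls were vehicle for no effect and reference inhibitor for full effect; nearly all actives have a fitted effect of over 55% in size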
Target sequence (P27695 whole entry, looked up): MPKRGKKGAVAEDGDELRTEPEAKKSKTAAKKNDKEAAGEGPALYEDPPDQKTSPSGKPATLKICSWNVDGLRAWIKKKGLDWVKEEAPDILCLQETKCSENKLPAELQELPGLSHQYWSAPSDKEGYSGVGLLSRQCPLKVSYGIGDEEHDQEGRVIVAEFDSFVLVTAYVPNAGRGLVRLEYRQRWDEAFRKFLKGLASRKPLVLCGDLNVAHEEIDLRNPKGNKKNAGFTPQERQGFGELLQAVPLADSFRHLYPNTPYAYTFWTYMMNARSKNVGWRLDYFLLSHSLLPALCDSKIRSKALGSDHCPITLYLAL
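Readout is kinetic fluorescence (ex 525, em 598 nm) from cleavage of 50 nM TAMRA/BHQ-2 THF abasic duplex by 0.75 nM APE1, compound added 15 min beforehand at RT.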
POLI inh = qHTS for Inhibitors of Polymerase Iota. Potency, µM (top dose mostly 115 µM), without a hit: at the highest dose activity, negative = inhibition, actives largely listed as inhibitors. DNA polymerase iota (Homo sapiens), Q9UNA4. 390,000 compounds, 1% hits. Pol iota fluorescent replication assay, 10 min. AID 588590, 2011; further: potency means the concentration at half of the fitted maximal effect
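Pol iota at 10 nM preincubated 15 min with compounds at room temperature; reaction started with fluorescent substrate, 50 nM final. Fluorescence read kinetically at 0 and 10 min; buffer-only wells as negative control.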
Anesthetic bind = qHTS Assay for Identification of Novel General Anesthetics | Ferritin light chain (Equus caballus), P02791 | apoferritin/1-aminoanthracene competitive binding, fluorescence | Potency, µM (series often up to 77.5 µM), for inactives: top-dose activity change, negative = displacement, most hits filed as inhibitors | 350,000 compounds, 0.074% hits; further: potency means the concentration at half of the fitted maximal effect; on the % scale 0 is the no-effect control and ±100 the full control effect; nearly all actives have a fitted effect of over 20% in size
Target sequence (P02791 2-175 limits assumed): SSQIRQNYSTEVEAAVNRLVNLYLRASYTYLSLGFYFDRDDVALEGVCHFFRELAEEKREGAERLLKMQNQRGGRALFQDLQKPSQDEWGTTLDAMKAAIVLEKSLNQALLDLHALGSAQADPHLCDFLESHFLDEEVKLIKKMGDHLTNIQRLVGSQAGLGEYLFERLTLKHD
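Probe: 1-aminoanthracene (50% saturated, PBS). Protein: horse-spleen apoferritin, 10 uM. Incubation: 10 min, room temperature. Detection: 380 nm excitation, 535 nm emission. Analysis: normalized response, four-parameter Hill.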
* hit, by the source's call; [ ] = dose if it differs, or a comment. Unless noted, the call rests on the fitted dose curve; in most records, active means well fitted curve in the direction sought with a large enough effect; inconclusive means small, poorly fitted or top-dose-only effect, or another doubt; inactive means no such curve, though single readings can be large; an effect the other way counts as inactive or inconclusive.

What do the screens show for `Cc1cccc(COc2coc(CN3CCN(C(=O)c4ccco4)CC3)cc2=O)c1`?
POLK inh: 1%; RXFP1 antag: -1; Tb PGK inh: -4%; Pol eta inh: -1%; APE1 inh: 26%; POLI inh: 16%

What do the screens show for `O=C(Cn1nnc2ccccc2c1=O)Nc1ccc(S(=O)(=O)N2CCOCC2)cc1`?
POLK inh: 0%; RXFP1 antag: -6; POLB inh: 3%; Tb PGK inh: 10%; BLM inh: -2%; Pol eta inh: 2%; APE1 inh: 2%; POLI inh: 64%[activator]; Anesthetic bind: -18%

What do the screens show for `O=C(c1cc(S(=O)(=O)N2CCOCC2)c(Cl)cc1Cl)N1CCN(S(=O)(=O)c2cccc(F)c2)CC1`?
POLK inh: -20%; RXFP1 antag: -23; Tb PGK inh: 1%; Pol eta inh: -2%; APE1 inh: -14%; POLI inh: 63%[activator]

Results for C=CCOc1c(Br)cc(CNn2nnnc2N)cc1OC ?
POLK inh: -1%; RXFP1 antag: -15; POLB inh: 3%; Tb PGK inh: -1%; BLM inh: 0%; Pol eta inh: 5%; APE1 inh: -1%; POLI inh: 12%; Anesthetic bind: -12%

How did COc1cc2c(cc1OC)CN(C(=O)c1cc(=O)c3ccccc3o1)CC2 do in these assays?
POLK inh: -26%; RXFP1 antag: 10; POLB inh: 2%; Tb PGK inh: -2%; BLM inh: -1%; Pol eta inh: inconclusive; APE1 inh: 4%; POLI inh: 18%; Anesthetic bind: 0%

How did Cc1ccc(C)c(NC(=O)CN2C(=O)CNC2=O)c1 do in these assays?
POLK inh: -1%; RXFP1 antag: -10; POLB inh: 23%; Tb PGK inh: -1%; BLM inh: -1%; Pol eta inh: -16%; APE1 inh: -1%; POLI inh: 19%; Anesthetic bind: -12%

What do the screens show for `CCc1ccc(NC(=O)C(C)OC(=O)c2ccc(N3CCCC3)c([N+](=O)[O-])c2)cc1` (stereo not given)?
POLK inh: -9%; RXFP1 antag: 3; POLB inh: 5%; BLM inh: -9%; Pol eta inh: -11%; APE1 inh: 16%; POLI inh: -7%; Anesthetic bind: -5%

Results for O=C(COC(=O)c1ccc(-n2cnnn2)cc1)Nc1cc(Cl)ccc1F ?
POLK inh: -19%; RXFP1 antag: -1; Tb PGK inh: -10%; Pol eta inh: 1%; APE1 inh: 24%; POLI inh: inconclusive

What do the screens show for `COc1ccc(C2c3ccc(O)cc3Oc3ncn4nc(-c5ccncc5)nc4c32)cc1OC` (stereo not given)?
POLK inh: 1%; RXFP1 antag: 1; POLB inh: 3%; Tb PGK inh: -3%; BLM inh: -10%; Pol eta inh: -6%; APE1 inh: 12%; POLI inh: -7%; Anesthetic bind: -15%

What do the screens show for `CC(C)[C@H](NC(=O)OCc1ccccc1)C(=O)OCc1ccccc1`?
POLK inh: -18%; RXFP1 antag: -10; POLB inh: 16%; Tb PGK inh: 5%; BLM inh: -4%; Pol eta inh: -10%; APE1 inh: 20%[12.4 µM]; POLI inh: 27%; Anesthetic bind: -2%

What do the screens show for `Cc1ccc(S(=O)(=O)CCC(=O)NCCN2C(=O)S/C(=C\c3ccccc3)C2=O)cc1`?
POLK inh: -9%; RXFP1 antag: -22; POLB inh: 4%[57.1 µM]; Tb PGK inh: -3%; BLM inh: -1%; Pol eta inh: -20%; APE1 inh: 18%; POLI inh: 16%; Anesthetic bind: -16%

How did CCCCc1ccc(-n2nc3cc(Cl)c(NC(=O)c4ccc(OC)cc4)cc3n2)cc1 do in these assays?
POLK inh: -1%; POLB inh: 1%; Tb PGK inh: -6%; BLM inh: -1%; Pol eta inh: -15%; POLI inh: 4%; Anesthetic bind: 1%

Results for CCn1c(SCc2nc3cc(OC)c(OC)cc3c(=O)[nH]2)nc2ccccc21 ?
POLK inh: -2%; RXFP1 antag: -30; POLB inh: 7%; Tb PGK inh: -2%; BLM inh: -6%; Pol eta inh: -8%; APE1 inh: 2%; POLI inh: inconclusive; Anesthetic bind: -4%

What do the screens show for `Cc1nc2ccc(S(=O)(=O)NCC(=O)N3CCN(c4ccccc4)CC3)cc2s1`?
POLK inh: -3%; RXFP1 antag: 5; POLB inh: 29%; Tb PGK inh: 13%; BLM inh: -6%; Pol eta inh: 2%; APE1 inh: -1%; POLI inh: 2%; Anesthetic bind: -15%

How did CCCCN(CCCC)CCNC(=O)Cn1nc(CC)n2c(cc3sccc32)c1=O do in these assays?
POLK inh: 13%; RXFP1 antag: -8; POLB inh: 27%; Tb PGK inh: -3%; BLM inh: 2%; Pol eta inh: -15%; POLI inh: 6%; Anesthetic bind: 31%[activator]

Results for NC(=O)C1CCN(C(=O)CN(c2ccc3c(c2)OCCO3)S(=O)(=O)c2ccccc2)CC1 ?
POLK inh: -4%; RXFP1 antag: -10; Tb PGK inh: -8%; Pol eta inh: -3%; APE1 inh: 6%; POLI inh: -11%

Results for CCN(CC)C(=O)CSc1nc(-c2ccco2)cc(C(F)(F)F)c1C#N ?
POLK inh: -10%; RXFP1 antag: 4; POLB inh: 20%; Tb PGK inh: 1%; BLM inh: 3%; Pol eta inh: -4%; APE1 inh: 5%; POLI inh: -3%; Anesthetic bind: -7%

Results for COc1cc2c(cc1OC)C(COc1ccc3c(C)cc(=O)oc3c1)N(C(=O)c1cccc(OC)c1OC)CC2 (stereo not given) ?
POLK inh: 7%; RXFP1 antag: -1; POLB inh: 32%; Tb PGK inh: 0%; BLM inh: -8%; Pol eta inh: -14%; POLI inh: 29%; Anesthetic bind: inconclusive

Results for N#Cc1ccccc1Cn1cnc2nc3c(cc2c1=O)CCCC3 ?
POLK inh: -11%[60.1 µM]; RXFP1 antag: -11; POLB inh: 13%; Tb PGK inh: 3%; BLM inh: 1%; Pol eta inh: -4%; POLI inh: 39%[activator]; Anesthetic bind: 3%

How did Cc1c(Cl)cccc1NC(=O)c1ncn[nH]1 do in these assays?
POLK inh: 3%; RXFP1 antag: 8; POLB inh: 31%; Tb PGK inh: -8%; BLM inh: 1%; Pol eta inh: -19%; APE1 inh: 1%; POLI inh: 37%[activator]; Anesthetic bind: -3%

Overlap with the part before: three entries; new compounds follow.
Results for COc1cc2c(cc1OC)C(COc1ccc3c(C)cc(=O)oc3c1)N(C(=O)c1cccc(OC)c1OC)CC2 (stereo not given) ?
POLK inh: 7%; RXFP1 antag: -1; POLB inh: 32%; Tb PGK inh: 0%; BLM inh: -8%; Pol eta inh: -14%; POLI inh: 29%; Anesthetic bind: inconclusive

Results for N#Cc1ccccc1Cn1cnc2nc3c(cc2c1=O)CCCC3 ?
POLK inh: -11%[60.1 µM]; RXFP1 antag: -11; POLB inh: 13%; Tb PGK inh: 3%; BLM inh: 1%; Pol eta inh: -4%; POLI inh: 39%[activator]; Anesthetic bind: 3%

How did Cc1c(Cl)cccc1NC(=O)c1ncn[nH]1 do in these assays?
POLK inh: 3%; RXFP1 antag: 8; POLB inh: 31%; Tb PGK inh: -8%; BLM inh: 1%; Pol eta inh: -19%; APE1 inh: 1%; POLI inh: 37%[activator]; Anesthetic bind: -3%

Results for COc1cc(/C=N/NC(=O)c2cccc(S(=O)(=O)N3CCOCC3)c2)cc(OC)c1O ?
POLK inh: 0%; RXFP1 antag: 6; POLB inh: -12%; Tb PGK inh: -9%; BLM inh: -4%; Pol eta inh: -9%; APE1 inh: -11%; POLI inh: 11%; Anesthetic bind: -5%

What do the screens show for `Cc1cc(C(=O)OC(C)C(=O)NC2CCCCC2)c(C)o1` (stereo not given)?
POLK inh: -4%; RXFP1 antag: -1; Tb PGK inh: -7%; Pol eta inh: -15%; APE1 inh: 3%; POLI inh: 6%

How did Cn1cnnc1SCC(=O)Nc1cccc(S(=O)(=O)N2CCCCCC2)c1 do in these assays?
POLK inh: -10%; RXFP1 antag: 13; POLB inh: 4%; Tb PGK inh: 0%; BLM inh: 0%; Pol eta inh: -5%; APE1 inh: 7%; POLI inh: 27%; Anesthetic bind: -1%

How did CC(C)n1nnnc1SCC(=O)N1CCOCC1 do in these assays?
POLK inh: -3%; RXFP1 antag: -7; POLB inh: 17%; Tb PGK inh: inactive; BLM inh: 2%; Pol eta inh: -2%; APE1 inh: 1%; POLI inh: -6%; Anesthetic bind: -7%

What do the screens show for `C/C=C/C=C/C(=O)[C@@H]1[C@@H]([C@]2(C)OC(=O)C(C)=C2O)[C@H]2/C(=C(O)/C=C/C=C/C)C(=O)[C@]1(C)C(=O)C2(C)O` (stereo not given in full)?
POLK inh: 8.9µM*; POLB inh: -20%; Tb PGK inh: inconclusive; BLM inh: -3%; Pol eta inh: 2.5µM*; APE1 inh: inconclusive; POLI inh: 2.8µM*; Anesthetic bind: -3%

Results for COC(=O)c1sccc1NC(=O)/C=C/c1ccc(Cl)cc1Cl ?
POLK inh: -16%; RXFP1 antag: 12; POLB inh: 0%; Tb PGK inh: 0%; BLM inh: -1%; Pol eta inh: -17%; APE1 inh: 5%; POLI inh: -4%; Anesthetic bind: -5%

What do the screens show for `O=C(NCCCc1ccccc1)c1cccc(NC(=O)C2CCCC2)c1`?
POLK inh: 0%; Tb PGK inh: -10%; Pol eta inh: -20%; POLI inh: 18%

Results for Cc1nn(CC(=O)O)c(C)c1Cl ?
POLK inh: -1%; RXFP1 antag: -21; POLB inh: -2%; Tb PGK inh: -2%; BLM inh: -2%; Pol eta inh: 1%; APE1 inh: -3%; POLI inh: -9%; Anesthetic bind: -7%

An excerpt; rates above refer to the full screens.
